Assay outcomes from PubChem.
CASP6 VEID inh = caspase-6 (human) enzyme inhibition; 350,000 compounds, 0.53% hits; purified caspase-6, Z-VEID-R110 cleavage fluorescence; inhibition, % at 12.5 µM; AID 686996;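 active = mean inhibition across replicates at least about 35%, with every replicate also reaching that limit, limit read from the data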;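 note: 0% = median of neutral control wells and 100% = no fluorescence left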
Target sequence (P55212 24-179 limits assumed): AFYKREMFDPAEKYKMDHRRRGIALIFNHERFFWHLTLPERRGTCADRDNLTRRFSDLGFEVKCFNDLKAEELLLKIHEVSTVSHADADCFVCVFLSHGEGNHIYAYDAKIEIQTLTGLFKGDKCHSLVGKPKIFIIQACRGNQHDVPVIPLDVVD
Target sequence (P55212 194-293 limits assumed): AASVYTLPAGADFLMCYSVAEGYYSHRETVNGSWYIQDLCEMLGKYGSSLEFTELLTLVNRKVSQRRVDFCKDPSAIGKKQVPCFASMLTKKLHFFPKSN
C2C12 statin = suppressors of simvastatin-induced myotoxicity in C2C12 myotubes; ATP luminescence, 48 h; scaled: DMSO 0, geranylgeraniol control 100; rescue of ATP level, % at 7.49 µM; 330,000 compounds, 0.78% hits; AID 602340;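 active = mean ATP rescue above about 67%, or every replicate alone reaching that limit, limit read from the data, passing the limit was not always enough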;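 note: myotubes were challenged with 10 µM simvastatin during compound exposure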
FN deposition inh = fibronectin deposition inhibition; AH1F fibroblasts, Alexa488-fibronectin deposition fluorescence, overnight; 350,000 compounds, 0.086% hits; AID 743247; inhibition, % at 12.6 µM;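 active = mean inhibition across replicates of 30% or more, regardless of how many single replicates reach that level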;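 note: positive control wells lacked labelled fibronectin entirely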
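Assay system: AH1F fibroblasts assembling fluorescent fibronectin matrix; Amount: 10000 AH1F cells per well; Buffer or medium: DMEM, 2% serum; Probe or stimulus: Alexa488-fibronectin, 24 nM final in well; Doses: single compound dose, delivered by pin transfer; Incubation: 1 h adhesion, overnight exposure; Measured by: fluorescence 485/525 nm; Read-out: fibronectin deposition inhibition.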
S100A4 MyoIIA = S100A4-myosin IIA interaction inhibition; AID 652163; S100A4/TAMRA-MyoIIA peptide fluorescence polarization; 360,000 compounds, 0.14% hits; inhibition, % at 10.7 µM; P26447;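 active = mean inhibition of at least 70% across replicates, with every replicate also reaching that level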
Target sequence (P26447 whole entry, looked up): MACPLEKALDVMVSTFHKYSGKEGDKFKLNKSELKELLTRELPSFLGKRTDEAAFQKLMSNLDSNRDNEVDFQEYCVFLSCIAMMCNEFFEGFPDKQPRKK
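Compound dosing: one dose per compound; test system: human S100A4 monomer with TAMRA-labelled myosin IIA peptide; probe or stimulus: TAMRA-labelled myosin IIA heavy-chain peptide probe, 5 nM; medium: HEPES buffer with Ca2+, pH 7.2; schedule: 5 min incubation before reading; benchmarks: neutral control DMSO, positive control TFP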
SIRT5 block = blocks human SIRT5 desuccinylation of peptide; Purified SirT5, succinyl-peptide AMC, trypsin-coupled fluorescence; 330,000 compounds, 1.1% hits; inhibition, % at 15 µM; in the data active = inhibition above about 15%
Target sequence (Q9NXA8 whole entry, looked up): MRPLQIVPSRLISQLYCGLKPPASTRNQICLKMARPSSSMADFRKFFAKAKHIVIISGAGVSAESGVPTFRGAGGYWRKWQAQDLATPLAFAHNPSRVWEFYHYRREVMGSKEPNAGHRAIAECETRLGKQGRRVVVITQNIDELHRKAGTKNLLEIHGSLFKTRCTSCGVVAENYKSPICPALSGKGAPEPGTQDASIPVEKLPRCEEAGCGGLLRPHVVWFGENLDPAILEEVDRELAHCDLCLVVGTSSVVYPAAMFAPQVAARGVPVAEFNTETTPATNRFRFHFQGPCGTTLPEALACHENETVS
esBAF inh = SWI/SNF esBAF complex inhibition. mouse ES cells, Bmi1-luciferase knock-in reporter, 24 h; 100% = twice the neutral-well signal. reporter increase, % at 12.5 µM. 350,000 compounds, 2% hits. AID 602393; in the data active = activation above about 40%;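 note: 0% = median of the plate's neutral control wells and 100% = double that signal; a rise in the Bmi1 reporter signal indicates esBAF inhibition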
LGR2 antag = inhibitors of bursicon-induced Drosophila LGR2 receptor cAMP signaling. HEK293 LGR2, CRE-luciferase, bursicon-stimulated, 4 h. inhibition, % at 9.99 µM. 380,000 compounds, 0.35% hits. AID 720647;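 active = drop in luminescence signal, shown as inhibition above about 50% in the replicate tests, limit read from the data, passing the limit was not always enough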;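 note: agonist challenge used bursicon conditioned medium at about half maximal strength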
Active calls of the source: *; / = no result given.

SMILES	CASP6 VEID inh	C2C12 statin	FN deposition inh	S100A4 MyoIIA	SIRT5 block	esBAF inh	LGR2 antag
N#C/C(=C\c1cccnc1)C(=O)Nc1ccccc1[N+](=O)[O-]	6	-1	8	-2	1	-6	10
O=[N+]([O-])c1ccc2c(c1)N([O-])C1(CCCCC1)[N+]2=O	34	/	0	3	-2	/	/
O=C(COC(=O)c1ccc2c(c1)OCO2)Nc1ccccc1F	4	15	-3	-3	0	5	-13
O=C(Cc1cccc2ccccc12)N/N=C/C=C/c1cccc([N+](=O)[O-])c1	-1	/	-1	-3	-6	/	8
Cc1ccc(C2(C)NC(=O)N(CC(=O)NCc3ccccc3Cl)C2=O)cc1 (stereo not given)	3	11	-4	2	-2	-1	2
COc1ccc(S(=O)(=O)N(C)C[C@@H]2Oc3ccc(NC(=O)CCCN(C)C)cc3CC(=O)N([C@@H](C)CO)C[C@H]2C)cc1	-2	-5	4	-6	-3	0	-11
Cc1ccc(-c2noc(=O)n2CC(=O)c2ccc(Cl)cc2)cc1	6	9	4	-19	0	27	20
CN1c2ccc(-c3ccc(C#N)cc3)cc2[C@@H]2[C@@H](CCN2S(=O)(=O)c2ccc(F)cc2)[C@@H]1CO	-2	-25	8	5	1	3	2
CC(C)C(=O)Nc1c2c(nc3c1CCC3)CCCC2	6	8	/	-2	-2	-2	-9
CCOC(=O)C1=CCN(S(=O)(=O)c2ccccc2Cl)C1c1ccc(Cl)c(Cl)c1 (stereo not given)	-1	5	3	-2	-2	-2	20
CCCS(=O)(=O)c1nc(S(=O)(=O)c2ccc(C)cc2)c(NCc2ccc3c(c2)OCO3)s1	0	/	5	0	1	/	6
CC1=NN(c2nc(-c3ccc(C)cc3)cs2)C(=O)C1N=Nc1ccc(C(N)=O)cc1 (stereo not given)	1	/	0	-10	-3	/	14
COc1ccc(Cl)cc1S(=O)(=O)N1CCC(C(=O)NC2CCCC2)CC1	-3	6	/	0	0	-5	7
CC(C)C(=O)OCc1cn(-c2ccc(Cl)c(Cl)c2)nn1	-1	/	8	-31	/	/	-1
COc1ccc(NC(=O)N(C)C[C@@H]2Oc3ncc(-c4cccnc4)cc3C(=O)N([C@H](C)CO)C[C@H]2C)cc1	-3	3	/	4	-10	0	0
COc1ccc(-c2nc(=S)c3c([nH]2)Oc2ccc(C)cc2C3)cc1O	0	7	1	-3	-3	1	20
CN(C)C(=O)C[C@H]1CC[C@H](NC(=O)Nc2cccc(F)c2)[C@H](CO)O1	2	1	-4	5	-5	1	2
CCCCCC1(C(=O)OCC)CC(CSC(=N)N)OC1=O (stereo not given)	-5	/	-20	-5	-8	/	/
NC(=O)C1CCN(CC(=O)N2c3ccccc3CCc3ccccc32)CC1	/	16	1	/	/	2	/
Cc1c(OCC(=O)N2CCC(C(N)=O)CC2)ccc2c1oc(=O)c1ccccc12	-3	-3	/	7	-2	20	-30
CCCCOCCCNC(=O)C[C@@H]1C[C@@]2(C(=O)OC)CCCCC=C2N(CCc2ccc(OC)c(OC)c2)C1=O	-2	/	2	9	4	/	-8
Cc1cccc(C)c1NC(=O)COC(=O)COc1ccc2c(C)cc(=O)oc2c1	-2	/	-7	-1	-6	/	4
CCc1ccc(OC2(C)CCN(Cc3ccc(SC)cc3)C2)cc1 (stereo not given)	/	-4	2	-1	-8	0	2
Cc1c(Cc2ccc3c(c2)OCO3)sc(NC(=O)c2cccc3ccccc23)c1C(N)=O	-1	-13	6	4	7	16	-13
CSc1cccc(N=C2C(=O)Nc3ccccc32)c1	1	28	8	4	-3	4	-52
CC(CNC(=O)c1ccc2c(c1)OCO2)c1ccc([N+](=O)[O-])cc1 (stereo not given)	1	/	4	-7	-1	/	1
COc1ccc(C(=O)c2ccc(OC)cc2OC)cc1	-1	/	0	10	4	/	-13
O=C(O)CSc1nnc(-c2ccc(S(=O)(=O)N3CCCC3)cc2)n1Cc1ccco1	/	-6	-8	/	/	-8	/
COCC(=O)NC[C@H]1N[C@H](CO)[C@@H]1c1ccc(C#CC2CCCCC2)cc1	-2	/	/	-3	-2	/	-28
Cc1ccnc(NC(=O)c2cccc(NC(=O)c3ccccc3C)c2)c1	-1	-4	2	-1	-2	2	15
COc1ccc(C2C(C(=O)Nc3ccccc3OC)=C(C)Nc3ncnn32)cc1 (stereo not given)	-1	16	-2	49	/	-5	-11
CN1C(=O)c2cc(NC(=O)C3CCCC3)ccc2OC[C@@H]2O[C@@H](CC(=O)NCCc3ccncc3)CC[C@H]21	0	/	6	6	8	/	13
CCC(CC)C(=O)N1c2ccc(F)cc2CCC1C (stereo not given)	/	4	3	/	/	0	/
CC(C)N(C)C(=O)C(=O)c1cccn1-c1cccc(Cl)c1C#N	-1	/	11	-2	-3	/	-10
CO[C@@H]1CN(C)C(=O)c2cc(NC(=O)NC(C)C)ccc2OC[C@H](C)N(CCC(F)(F)F)C[C@H]1C	/	3	/	/	/	4	-12
Nc1ccccc1SC1CC(=O)N(c2ccc3c(c2)OCO3)C1=O (stereo not given)	1	15	-1	-19	-5	13	-9

12 entries from above, sorted by length of the SMILES, largest number first:
SMILES	CASP6 VEID inh	C2C12 statin	FN deposition inh	S100A4 MyoIIA	SIRT5 block	esBAF inh	LGR2 antag
CN1C(=O)c2cc(NC(=O)C3CCCC3)ccc2OC[C@@H]2O[C@@H](CC(=O)NCCc3ccncc3)CC[C@H]21	0	/	6	6	8	/	13
CO[C@@H]1CN(C)C(=O)c2cc(NC(=O)NC(C)C)ccc2OC[C@H](C)N(CCC(F)(F)F)C[C@H]1C	/	3	/	/	/	4	-12
CCCCOCCCNC(=O)C[C@@H]1C[C@@]2(C(=O)OC)CCCCC=C2N(CCc2ccc(OC)c(OC)c2)C1=O	-2	/	2	9	4	/	-8
Cc1c(Cc2ccc3c(c2)OCO3)sc(NC(=O)c2cccc3ccccc23)c1C(N)=O	-1	-13	6	4	7	16	-13
O=C(O)CSc1nnc(-c2ccc(S(=O)(=O)N3CCCC3)cc2)n1Cc1ccco1	/	-6	-8	/	/	-8	/
Cc1cccc(C)c1NC(=O)COC(=O)COc1ccc2c(C)cc(=O)oc2c1	-2	/	-7	-1	-6	/	4
COc1ccc(C2C(C(=O)Nc3ccccc3OC)=C(C)Nc3ncnn32)cc1 (stereo not given)	-1	16	-2	49	/	-5	-11
CC(C)N(C)C(=O)C(=O)c1cccn1-c1cccc(Cl)c1C#N	-1	/	11	-2	-3	/	-10
Nc1ccccc1SC1CC(=O)N(c2ccc3c(c2)OCO3)C1=O (stereo not given)	1	15	-1	-19	-5	13	-9
CCc1ccc(OC2(C)CCN(Cc3ccc(SC)cc3)C2)cc1 (stereo not given)	/	-4	2	-1	-8	0	2
COc1ccc(C(=O)c2ccc(OC)cc2OC)cc1	-1	/	0	10	4	/	-13
CCC(CC)C(=O)N1c2ccc(F)cc2CCC1C (stereo not given)	/	4	3	/	/	0	/

(more compounds)
SMILES	CASP6 VEID inh	C2C12 statin	FN deposition inh	S100A4 MyoIIA	SIRT5 block	esBAF inh	LGR2 antag
O=C(Nc1ccc(N2CCCC2)cc1)c1cccc(-c2cc3ccccc3oc2=O)c1	-2	15	-6	-2	1	32	-7
COCCN1C(=O)N[C@@H](c2ccco2)C(C(C)=O)=C1C	-1	20	-2	2	0	7	-9
O=C(COC(=O)c1ncc(Cl)c(Cl)c1Cl)NCCc1ccccc1	2	-4	-7	0	2	-1	-5
O=C(NCCC1=CCCCC1)C1CCN(C(=O)Cc2ccccc2)CC1	5	4	-5	2	1	-10	3
CCN(CC)S(=O)(=O)c1cc(NC(=O)C2=COCCO2)ccc1Cl	2	-7	2	-2	2	4	13
COc1ccccc1-c1ccc2c(c1)O[C@H](CN(C)C(C)=O)[C@H](C)CN([C@H](C)CO)S2(=O)=O	0	-3	-7	0	-10	5	2
CSc1ccc(S(=O)(=O)Nc2c(C)n(C)n(-c3ccccc3)c2=O)cc1	-1	-2	-7	2	-30	-10	1
CCN(CCCNC(=O)CN1C(=O)COc2ccc(S(=O)(=O)N3CCC(C)CC3)cc21)Cc1ccccc1	-24	-21	13	-1	0	1	-2
COc1cccc(OC)c1C(=O)OCC(=O)N(C)c1ccccc1	-1	9	1	-1	1	-6	-19
C[C@@H]1CN([C@@H](C)CO)S(=O)(=O)c2ccc(-c3ccc(C(=O)N(C)C)cc3)cc2O[C@H]1CN(C)C(=O)C1CCCCC1	1	-1	/	4	5	-9	-13
CCc1ccc(-n2c(C)nc3cc(C(=O)NCc4cccnc4)ccc32)cc1	2	1	/	-12	/	-6	-1
CSc1nc(C)cc(Oc2ccc(=O)[nH]n2)n1	-2	/	-22	-6	-3	/	/

3 of the entries above in order of their number in S100A4 MyoIIA, rising.
Molecule | CASP6 VEID inh | S100A4 MyoIIA | SIRT5 block | esBAF inh | LGR2 antag
CCN(CC)S(=O)(=O)c1cc(NC(=O)C2=COCCO2)ccc1Cl | 2 | -2 | 2 | 4 | 13
COCCN1C(=O)N[C@@H](c2ccco2)C(C(C)=O)=C1C | -1 | 2 | 0 | 7 | -9
C[C@@H]1CN([C@@H](C)CO)S(=O)(=O)c2ccc(-c3ccc(C(=O)N(C)C)cc3)cc2O[C@H]1CN(C)C(=O)C1CCCCC1 | 1 | 4 | 5 | -9 | -13

The listing continues.
SMILES	CASP6 VEID inh	C2C12 statin	FN deposition inh	S100A4 MyoIIA	SIRT5 block	esBAF inh	LGR2 antag
CCN1CCN(c2ccc([N+](=O)[O-])cc2S(=O)(=O)N2CCOCC2)CC1	-2	1	-11	-2	1	-4	11
CC1CCCCN1C(=O)COC(=O)c1cc([N+](=O)[O-])ccc1N (stereo not given)	0	7	-7	-4	-3	29	-9
O=C(O)c1ccccc1-c1ccccc1C(=O)Nc1nc2ccccc2s1	1	13	5	-5	-1	-11	6
O=C(C[C@@H]1C[C@@H]2c3cc(NC(=O)CC4CC4)ccc3O[C@@H]2[C@H](CO)O1)NCCc1ccccc1	1	-6	-7	-13	1	-2	-11
S=c1[nH]nc(CN2CCCCC2)n1-c1ccc(Cl)cc1	-3	/	-3	-15	/	/	2
CC(C)n1cc(CN2CCCC(C(=O)Nc3ccccc3Oc3cccnc3)C2)cn1 (stereo not given)	-2	-7	5	5	-3	-8	2
C[C@H]1CN([C@@H](C)CO)C(=O)Cc2cc(NC(=O)C3CC3)ccc2O[C@H]1CN(C)Cc1ccncc1	/	-15	/	/	/	-1	-1
CCC(C)NC(=O)C1c2ccccc2C(=O)N1Cc1cc(OC)ccc1OC (stereo not given)	/	2	-4	/	/	14	/
N#C/C(=C(/O)CSc1n[nH]c(N)n1)c1nc2ccccc2[nH]1	-4	/	-5	-4	/	/	5
COc1cccc(NC(=O)CNC(=O)[C@@H]2Cc3ccccc3CN2C(=O)OC(C)(C)C)c1	8	0	9	1	0	4	0
COc1ccc(NS(=O)(=O)c2cccc(C(=O)N(C)Cc3ccc(SC)cc3)c2)cc1	-148	8	/	-1	0	-8	-3
CC(=O)c1cccc(NC(=O)COC(=O)CC2CC3CCC2C3)c1 (stereo not given)	1	14	8	-1	-5	-9	17
Cc1cccc(NC(=S)NC(=O)C(c2ccccc2)c2ccccc2)n1	/	-80	/	/	/	-7	1
O=C(NN=Cc1ccccc1Cl)c1ccc(-n2cnnn2)cc1	3	-4	-2	-7	-1	0	-10
COc1ccccc1OCCOc1ccc(C(=O)c2ccccc2)cc1	3	/	3	-1	-1	/	2
Cc1ccc(NC(=O)CN(C)C(=O)CSc2nnc(N)s2)cc1	-3	2	0	-3	-2	-4	4
Cc1ccc(CS(=O)Cc2ccc(C(=O)N3CCN(c4ccc(F)cc4)CC3)o2)cc1 (stereo not given)	0	4	7	-9	-1	1	5
C[C@@H]1CN([C@@H](C)CO)C(=O)c2cc(NC(=O)Nc3ccc4c(c3)OCO4)ccc2O[C@@H](C)CCCCO[C@@H]1CN(C)S(=O)(=O)c1cccs1	0	/	/	12	-1	-10	16

Only part of the results is shown; count on the stated rates, not on these rows.
